HIF-2a block: HIF-2a inhibition | 786-0 RCC cells HIF-2a reporter, luciferase luminescence, overnight | inhibition, % at 18.8 µM | actives 0.72% (n = 360,000) | AID 624352;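 active means inhibition of the luminescence signal of 40% or more relative to plate controls, in a single-dose primary screen at 18.75 µM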
TWEAK-Fn14 inh: blocks TWEAK-Fn14 interaction in a reporter cell assay; TWEAK-stimulated Fn14 reporter cells, luciferase luminescence, 8 h; inhibition, % at 10 µM; actives 2% (n = 360,000); in the data active means inhibition above about 50%
iPSC survival up: enhancers of human iPSC single-cell survival. hiPSC single-cell survival, ATPlite luminescence; 100% = ROCK inhibitor wells, 0% = DMSO. survival enhancement, % at 20 µM. actives 0.044% (n = 360,000); in the data active means survival enhancement above about 18%;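 further: cells exposed to compounds for 16 hours before the ATP read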
MITF TRPM1 inh: reduces MITF-dependent TRPM1 promoter luciferase signal; SK-MEL-5 TRPM1 promoter luciferase, 24 h; inhibition, % at 12.5 µM; actives 0.83% (n = 330,000); AID 488899;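 active means mean inhibition across replicates of 60% or more, whatever share of single replicates reaches that level; inconclusive means some that reach 60%, reason not given; inactive means mean inhibition across replicates below 60%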; further: values of inactives mirror those of a sister screen read the other way
KKLEB tox: counter-screen for CF NF-kB inhibitors: cytotoxicity. KKLEB CF airway cells viability, ATPlite luminescence, overnight; hits give low values; cells stimulated with P. aeruginosa culture filtrate. activity change (cytotoxicity), % at 5 µM. actives 0.36% (n = 360,000). AID 602141;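 active means corrected activity change at or below -50% at 5 µM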
Peg3 prom inh: inhibitors of Peg3 promoter | AID 588405 | HeLa PEG-Prom luciferase reporter, luminescence, overnight | actives 1.7% (n = 360,000) | inhibition, % at 20 µM;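 active means inhibition of at least 50% at 20 µM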
NR2E3 ag-1: human photoreceptor-specific nuclear receptor agonism | CHO-S Gal4-NCOR/VP16-NR2E3 two-hybrid, luciferase | inhibition of corepressor binding, % at 3.98 µM | actives 0.35% (n = 360,000) | AID 602229;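 active means inhibition above the mean of all tested compounds plus 3 SD, cut at about 70% in these data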;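 further: 0% = DMSO with NR2E3 transfected cells and 100% = cells lacking NR2E3 construct; higher means lower luciferase signal from less NR2E3 corepressor binding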
Target sequence (Q9Y5X4 whole entry, looked up, the tested form may be a part): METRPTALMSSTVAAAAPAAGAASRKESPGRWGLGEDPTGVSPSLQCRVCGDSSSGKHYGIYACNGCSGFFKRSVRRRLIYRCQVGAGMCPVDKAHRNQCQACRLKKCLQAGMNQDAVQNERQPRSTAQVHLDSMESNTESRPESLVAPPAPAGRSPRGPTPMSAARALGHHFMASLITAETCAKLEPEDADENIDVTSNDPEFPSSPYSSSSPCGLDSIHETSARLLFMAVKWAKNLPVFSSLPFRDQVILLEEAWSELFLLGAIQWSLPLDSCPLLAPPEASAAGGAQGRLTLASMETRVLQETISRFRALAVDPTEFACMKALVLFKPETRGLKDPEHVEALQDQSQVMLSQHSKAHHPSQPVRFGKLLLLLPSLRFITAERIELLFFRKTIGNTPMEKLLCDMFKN
CF NFkB block: blocks PAF-induced NF-kB reporter in cystic fibrosis cells; KKLEB NF-kB-GFP reporter, GFP fluorescence overnight; inhibition, % at 5 µM; actives 0.86% (n = 360,000); AID 588850;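 active means at least 50% inhibition at 5 µM, scaled per plate between neutral and stimulator controls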;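 further: PAF is a Pseudomonas aeruginosa culture filtrate used as stimulus; plate controls were PAF-stimulated DMSO wells for no effect and unstimulated DMSO wells for full effect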
aDG glyco up: increases alpha dystroglycan glycosylation. Pro5-aDG cells, alpha-DG glycosylation AlphaScreen (IIH6); 0% Pro5, 100% B10-LARGE cell signal. activation, % at 10 µM. actives 0.22% (n = 360,000);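 active means activation of at least 8% versus controls, or a plate z-score of at least 8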;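 further: Pro5 are CHO cells carrying HIG-tagged alpha-DG that lacks glycosylation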
Shn3 inh set2: inhibitors of Schnurri-3 3'UTR reporter in osteoblasts | Clone20 osteoblast Shn3 3'UTR firefly luciferase, 24 h | inhibition, % at 12.5 µM | actives 0.52% (n = 360,000);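 active means mean inhibition of at least 75% with every replicate also reaching 75%; inconclusive means mean inhibition at least 75% but some replicate below; inactive means mean inhibition below 75%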;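 further: 0% = median of neutral control wells and 100% = pilot-screen positive control compound; some compounds past the cut are filed as inactive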
NR2E3 ag-2: activates human photoreceptor nuclear receptor NR2E3; Q9Y5X4; GST-NR2E3/biotin-RetCOR TR-FRET, 1536-well; inhibition of corepressor binding, % at 4.78 µM; actives 0.12% (n = 320,000); AID 2300;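 active means percent inhibition above the cutoff of mean plus 3 SD of all tested compounds, set per screening campaign, cut at about 20% in these data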;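 further: 0% = DMSO wells and 100% = biotin wells as full block of FRET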
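Material – GST-tagged NR2E3 plus biotinylated RetCOR corepressor · Quantity – NR2E3 fusion 1.35 nM · Times – 5 h incubation at 4 °C · Medium – pH 7.5 Tris-based buffer · Technique – TR-FRET, Eu(K)-anti-GST donor, streptavidin-D2 acceptor, ex 340, em 617/671 nm · Benchmarks – high control biotin, low control 0.6% DMSO · Format – 1536-well plates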
Active calls of the source: *; ? = inconclusive; . = not tested or not shown.

1	Cn1cc(C(=O)OCC(=O)NC2CCCC2)c2ccccc21
2	Oc1ccc(CC2CC3CCN2CC3)cc1O (configuration not stated)
3	CCC(=NCCCN1CCOCC1)c1c(O)n(-c2ccccc2C)c(=O)[nH]c1=O
4	Clc1ccc(OCC#CCN2CCCC2)cc1
5	CSc1ncc(CN2CCCC(C(=O)c3ccccc3SC)C2)cn1 (configuration not stated)
6	N#Cc1c(N2CCNCC2)nc(-c2ccco2)c2c1CCCC2

| Assay by compound | 1 | 2 | 3 | 4 | 5 | 6 |
| --- | --- | --- | --- | --- | --- | --- |
| HIF-2a block | -10.1 | 15.2 | 11.8 | -96.2 | 9.1 | 13.9 |
| TWEAK-Fn14 inh | -1.8 | -7.7 | -1.6 | -36.0 | -9.8 | -0.6 |
| iPSC survival up | -1.9 | -1.5 | 0.7 | -2.8 | -0.6 | 0.4 |
| MITF TRPM1 inh | -6.9 | -25.9 | 1.0 | -23.0 | 4.4 | -14.3 |
| KKLEB tox | 11.0 | 1.0 | -9.8 | -5.7 | 0.4 | -25.6 |
| Peg3 prom inh | -6.2 | -3.1 | 7.7 | -69.0 | 3.6 | 24.7 |
| NR2E3 ag-1 | 7.2 | -1.9 | -5.5 | 13.0 | -29.4 | -53.7 |
| CF NFkB block | -1.9 | 6.0 | -9.5 | 22.2 | 5.2 | 35.9 |
| aDG glyco up | 0.0 | 0.3 | -0.2 | 0.0 | 0.0 | 0.1 |
| Shn3 inh set2 | -14.7 | 2.2 | -12.0 | -31.0 | -19.2 | . |
| NR2E3 ag-2 | 0.9 | -0.9 | 1.9 | 0.3 | -2.3 | -0.8 |

2 of the compounds above, with two lines to a compound:
Value order: HIF-2a block | TWEAK-Fn14 inh | iPSC survival up | MITF TRPM1 inh | KKLEB tox | Peg3 prom inh | NR2E3 ag-1 | CF NFkB block | aDG glyco up | Shn3 inh set2 | NR2E3 ag-2
(2) Oc1ccc(CC2CC3CCN2CC3)cc1O (configuration not stated)
  15.2 | -7.7 | -1.5 | -25.9 | 1.0 | -3.1 | -1.9 | 6.0 | 0.3 | 2.2 | -0.9
(1) Cn1cc(C(=O)OCC(=O)NC2CCCC2)c2ccccc21
  -10.1 | -1.8 | -1.9 | -6.9 | 11.0 | -6.2 | 7.2 | -1.9 | 0.0 | -14.7 | 0.9

Next section
7	CCOP(=O)(OCC)C(NC(=O)c1ccccc1)C(Cl)(Cl)Cl (configuration not stated)
8	Cc1ccc2c(c1)C1CN(C)CCC1N2C(=O)Nc1cccc(Cl)c1 (configuration not stated)
9	COc1ccccc1-n1c(O)c(C=NCCN2CCNCC2)c(=O)[nH]c1=O
10	COc1ccc(OCC(=O)N2CCN(Cc3ccc4c(c3)OCO4)CC2)cc1
11	COc1ccc(CN2CCN(C(=O)COc3cccc(C)c3)CC2)c(OC)c1
12	O=C(c1ccccc1)C(CN1CCCC1)c1ccccc1 (configuration not stated)

| Assay by compound | 7 | 8 | 9 | 10 | 11 | 12 |
| --- | --- | --- | --- | --- | --- | --- |
| HIF-2a block | 14.5 | -53.0 | 6.8 | 10.1 | 13.7 | 89.0* |
| TWEAK-Fn14 inh | 10.8 | 9.0 | 8.6 | -0.9 | 1.0 | 71.2* |
| iPSC survival up | -1.0 | 0.6 | -0.5 | -0.8 | -1.9 | -3.1 |
| MITF TRPM1 inh | 1.4 | 6.5 | 12.9 | -1.6 | -4.9 | . |
| KKLEB tox | 6.8 | -11.6 | -5.1 | -1.7 | -4.4 | -50.0 |
| Peg3 prom inh | 5.7 | 14.3 | 11.5 | 22.0 | 16.6 | 104.5* |
| NR2E3 ag-1 | -8.9 | -1.4 | 0.2 | 1.7 | -5.2 | 2.6 |
| CF NFkB block | 6.2 | 11.4 | -8.3 | -18.4 | -1.6 | 68.5* |
| aDG glyco up | 0.0 | 1.2 | -0.2 | 0.0 | 0.4 | -0.3 |
| Shn3 inh set2 | -11.8 | -13.2 | -10.1 | 13.2 | 9.7 | ? |
| NR2E3 ag-2 | 0.1 | 4.2 | 2.6 | 0.4 | . | -3.1 |

In another format: results already given
| entry | mol | HIF-2a block | TWEAK-Fn14 inh | iPSC survival up | MITF TRPM1 inh | KKLEB tox | Peg3 prom inh | NR2E3 ag-1 | CF NFkB block | aDG glyco up | Shn3 inh set2 | NR2E3 ag-2 |
| --- | --- | --- | --- | --- | --- | --- | --- | --- | --- | --- | --- | --- |
| 3 | CCC(=NCCCN1CCOCC1)c1c(O)n(-c2ccccc2C)c(=O)[nH]c1=O | 11.8 | -1.6 | 0.7 | 1.0 | -9.8 | 7.7 | -5.5 | -9.5 | -0.2 | -12.0 | 1.9 |
| 4 | Clc1ccc(OCC#CCN2CCCC2)cc1 | -96.2 | -36.0 | -2.8 | -23.0 | -5.7 | -69.0 | 13.0 | 22.2 | 0.0 | -31.0 | 0.3 |
| 5 | CSc1ncc(CN2CCCC(C(=O)c3ccccc3SC)C2)cn1 (configuration not stated) | 9.1 | -9.8 | -0.6 | 4.4 | 0.4 | 3.6 | -29.4 | 5.2 | 0.0 | -19.2 | -2.3 |
| 6 | N#Cc1c(N2CCNCC2)nc(-c2ccco2)c2c1CCCC2 | 13.9 | -0.6 | 0.4 | -14.3 | -25.6 | 24.7 | -53.7 | 35.9 | 0.1 | . | -0.8 |
| 7 | CCOP(=O)(OCC)C(NC(=O)c1ccccc1)C(Cl)(Cl)Cl (configuration not stated) | 14.5 | 10.8 | -1.0 | 1.4 | 6.8 | 5.7 | -8.9 | 6.2 | 0.0 | -11.8 | 0.1 |
| 8 | Cc1ccc2c(c1)C1CN(C)CCC1N2C(=O)Nc1cccc(Cl)c1 (configuration not stated) | -53.0 | 9.0 | 0.6 | 6.5 | -11.6 | 14.3 | -1.4 | 11.4 | 1.2 | -13.2 | 4.2 |
| 9 | COc1ccccc1-n1c(O)c(C=NCCN2CCNCC2)c(=O)[nH]c1=O | 6.8 | 8.6 | -0.5 | 12.9 | -5.1 | 11.5 | 0.2 | -8.3 | -0.2 | -10.1 | 2.6 |
| 10 | COc1ccc(OCC(=O)N2CCN(Cc3ccc4c(c3)OCO4)CC2)cc1 | 10.1 | -0.9 | -0.8 | -1.6 | -1.7 | 22.0 | 1.7 | -18.4 | 0.0 | 13.2 | 0.4 |
| 11 | COc1ccc(CN2CCN(C(=O)COc3cccc(C)c3)CC2)c(OC)c1 | 13.7 | 1.0 | -1.9 | -4.9 | -4.4 | 16.6 | -5.2 | -1.6 | 0.4 | 9.7 | . |
| 12 | O=C(c1ccccc1)C(CN1CCCC1)c1ccccc1 (configuration not stated) | 89.0* | 71.2* | -3.1 | . | -50.0 | 104.5* | 2.6 | 68.5* | -0.3 | ? | -3.1 |

Further entries follow:
13	CCCCCCNc1nc(OC)nc(N2CC3CC(C2)c2cccc(=O)n2C3)n1 (configuration not stated)
14	CN1CC(C(=O)c2ccc(Cl)cc2)C(c2ccccc2)C1 (configuration not stated)
15	O=C(c1cn(Cc2ccccc2)c2ccccc12)C1CC1
16	O=c1[nH]c(=O)n(-c2cccc3ccccc23)c(O)c1/C=N/N1CCCCC1c1cccnc1 (configuration not stated)
17	COC(=O)[C@]1(C)C[C@H]1[C@H](NP(=O)(c1ccccc1)c1ccccc1)c1ccccc1
18	Cc1ccc(C)c(NC2=NCCCS2)c1
19	CCCCOC(=O)c1ccccc1C(=O)OCc1ccccc1
20	Cc1cc(Cc2c(O)[nH]c(=S)[nH]c2=O)ccc1OC(C)C
21	Cc1nc2cc(C(F)(F)F)ccc2n1C1CCN(Cc2nnnn2Cc2ccc3c(c2)OCO3)CC1

| Assay by compound | 13 | 14 | 15 | 16 | 17 | 18 | 19 | 20 | 21 |
| --- | --- | --- | --- | --- | --- | --- | --- | --- | --- |
| HIF-2a block | -23.3 | 13.6 | -10.5 | 7.4 | 11.8 | 18.8 | -22.2 | 13.4 | 10.3 |
| TWEAK-Fn14 inh | 7.7 | -7.2 | -16.5 | -17.4 | -18.4 | 4.0 | -55.0 | 6.1 | 11.7 |
| iPSC survival up | -0.2 | 1.2 | 0.3 | -0.8 | -1.9 | -1.9 | 1.5 | -0.5 | 0.9 |
| MITF TRPM1 inh | 5.3 | -6.3 | 0.8 | 14.1 | 3.2 | 7.8 | -0.5 | 3.4 | -5.0 |
| KKLEB tox | -0.4 | -10.2 | 10.3 | 5.6 | 14.9 | -1.5 | -1.5 | 5.3 | -24.1 |
| Peg3 prom inh | -0.1 | 7.7 | 10.2 | -4.9 | -2.9 | 5.0 | -16.7 | 5.8 | 23.9 |
| NR2E3 ag-1 | -14.1 | -14.3 | -44.9 | 29.0 | -16.1 | 29.3 | 17.5 | -34.7 | 11.3 |
| CF NFkB block | 12.9 | -1.7 | 9.0 | -17.8 | -8.9 | 6.2 | 0.1 | -2.1 | 16.8 |
| aDG glyco up | 0.4 | 0.1 | 1.1 | 0.1 | 0.1 | 0.4 | -0.4 | -0.2 | 0.1 |
| Shn3 inh set2 | 7.9 | -8.4 | -11.6 | 9.2 | -2.1 | 15.7 | -0.7 | 13.5 | 34.6 |
| NR2E3 ag-2 | 4.5 | 0.1 | -1.9 | 2.9 | 3.3 | 2.5 | -0.7 | 3.5 | 1.5 |

Only part of the results is shown; rates above refer to the full screens.
